Screening data deposited in PubChem BioAssay by National Center for Advancing Translational Sciences (NCATS).
aSyn yeast inh: alpha-synuclein toxicity inhibition in yeast; Yeast expressing alpha-synuclein, growth rescue, BacTiter-Glo, 24 h; Potency, µM (series often up to 46.1 µM), inactives show at the top dose growth rescue (activation), actives largely listed as activators; 370,000 tested, 0.14% active; note: potency is the fitted concentration of half-maximal effect; % of control where 0% means no effect; nearly all actives have a fitted effect of over 65% in size
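Readout is rescue of growth in alpha-synuclein-expressing yeast, so inhibitors of toxicity appear as activators. Growth after 24 hr at 30 deg C in galactose medium is quantified by luminescence.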
EPAC1 antag: antagonists of human EPAC1. O95398. EPAC1 GEF assay, Rap1b-BODIPY-GDP exchange fluorescence. Potency, µM (top dose mostly 115 µM), inactives show at the highest dose activity change, negative = inhibition, hits mostly inhibitors. 360,000 tested, 0.14% active;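 note: potency is the fitted concentration of half-maximal effect; plate controls were vehicle for no effect and positive control for full effect; nearly all actives have a fitted effect of over 50% in size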
Target sequence (O95398 whole entry, looked up): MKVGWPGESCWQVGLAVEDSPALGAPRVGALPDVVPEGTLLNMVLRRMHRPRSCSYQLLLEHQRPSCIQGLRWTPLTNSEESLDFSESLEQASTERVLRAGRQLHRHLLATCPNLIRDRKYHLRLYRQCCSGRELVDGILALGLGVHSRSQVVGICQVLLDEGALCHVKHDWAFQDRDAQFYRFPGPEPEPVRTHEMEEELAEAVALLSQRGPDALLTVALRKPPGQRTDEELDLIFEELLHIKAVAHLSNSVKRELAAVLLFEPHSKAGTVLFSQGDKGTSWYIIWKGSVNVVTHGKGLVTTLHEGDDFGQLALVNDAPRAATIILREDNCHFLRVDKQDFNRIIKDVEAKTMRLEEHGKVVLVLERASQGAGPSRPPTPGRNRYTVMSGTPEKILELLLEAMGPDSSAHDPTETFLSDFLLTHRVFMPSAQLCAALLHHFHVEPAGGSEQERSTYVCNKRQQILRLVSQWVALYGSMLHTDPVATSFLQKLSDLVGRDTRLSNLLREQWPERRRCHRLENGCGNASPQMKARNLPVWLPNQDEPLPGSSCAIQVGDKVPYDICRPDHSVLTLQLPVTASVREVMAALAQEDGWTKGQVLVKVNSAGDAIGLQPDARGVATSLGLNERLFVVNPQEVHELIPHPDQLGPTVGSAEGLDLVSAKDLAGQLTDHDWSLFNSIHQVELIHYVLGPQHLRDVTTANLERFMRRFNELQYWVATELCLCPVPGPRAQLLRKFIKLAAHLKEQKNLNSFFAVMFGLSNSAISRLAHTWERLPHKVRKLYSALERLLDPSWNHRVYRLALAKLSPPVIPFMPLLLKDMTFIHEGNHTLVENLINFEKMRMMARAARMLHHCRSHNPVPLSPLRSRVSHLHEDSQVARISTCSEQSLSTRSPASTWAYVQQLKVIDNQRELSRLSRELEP
FUS suppressor: rescues growth of FUS-expressing yeast | S. cerevisiae FUS-expressing, growth rescue, OD600, 24 h | Potency, µM (top dose mostly 76.6 µM), inactives show at the highest dose growth rescue (activation), hits mostly activators | 390,000 tested, 0.24% active | AID 1347120;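 note: potency is the fitted concentration of half-maximal effect; plate controls were DMSO vehicle for no effect and reference control for full effect; nearly all actives have a fitted effect of over 55% in size; some results filed as inactive show a strong effect at the top dose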
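Galactose (2%) drives FUS expression in yeast precultured in raffinose; seeding density OD 0.005. Test compounds incubated 24hr at 30C and 99% humidity before absorbance at 600 nm was measured.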
WRN helicase inh: WRN helicase (human) inhibition | Q14191 | WRN helicase unwinding, fluorescent forked duplex, kinetic | Potency, µM (titrated, usually from 114 µM), inactives show at the top dose activity change, negative = inhibition, actives largely listed as inhibitors | 360,000 tested, 0.46% active | AID 651768; note: potency is the fitted concentration of half-maximal effect; % is set by controls: 0 for no effect and ±100 for the full control effect; nearly all actives have a fitted effect of over 55% in size
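Primary qHTS, 1536-well format. 20 nM WRN + compound, 15 min RT; start with 100 nM forked fluorophore/quencher duplex, 2 mM ATP (final); kinetic read ex 525/em 598 nm.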
IL2 activator: activates IL-2 in a cell-based reporter assay; IL-2 activation reporter assay, cell-based qHTS; stimulated with anti-CD3/CD4/CD28 beads; in transgenic mouse T cells; activation, % (series mostly up to about 46 µM); 360,000 tested, 0.065% active; in the data active = activation above about 50%; inconclusive = mostly about 30% to 49%; note: 0% is about no effect
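Quantitative HTS in unstimulated transgenic mouse T cells, with memory T cells as non-tolerant control and PMA/ionomycin as tolerance-bypass control. Compound pretreatment lasted 60 minutes before 18 h bead stimulation; EGFP/DsRed fluorescence read.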
EPAC1 agonist: activates human EPAC1 exchange factor; Potency, µM (top dose mostly 154 µM), for inactives: at the highest dose activation, actives largely listed as activators; 360,000 tested, 0.073% active; EPAC1 agonist qHTS, biochemical assay; response scale: 100% = response to 6.5 mM cAMP; O95398; note: potency is the fitted concentration of half-maximal effect; nearly all actives have a fitted effect of over 60% in size
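Compounds were pinned as a concentration titration into mixtures of EPAC1 (100 nM), BODIPY-GDP-loaded Rap1B (250 nM) and GDP (50 uM). After 5 min at room temperature, fluorescence was followed for 30 min; activity was scaled to 6.5 mM cAMP.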
PLK1 PBD block: blocks phosphopeptide binding to human PLK1 polo-box domain | 360,000 tested, 2.8% active | Potency, µM, inactives show max response, negative = inhibition, usual class: inhibitors | P53350 | Plk1 PBD binding of FITC phosphopeptide, fluorescence polarization | AID 720504; note: potency is the fitted concentration of half-maximal effect; series mostly up to about 57 µM; % is set by controls: 0 for no effect and ±100 for the full control effect; nearly all actives have a fitted effect of over 65% in size
PI5P4K alpha inh: PI5P4K alpha (human) kinase inhibition. PI5P4Kalpha enzyme, ADP-Glo luminescence, 60 min; active compounds read low. P48426. 330,000 tested, 1.2% active. AID 652105. max response, %; active = max response of -50% or lower; inconclusive = between -30% and -50%; inactive = -30% or higher; note: value at the top dose of about 77 µM; % is set by controls: 0 for no effect and ±100 for the full control effect
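Compounds were pin-transferred onto PI5P4Kalpha and substrate in HEPES pH 7.4 buffer with EGTA, CHAPS and 5% DMSO. ATP (5 microM final) started the reaction, which ran 60 minutes at room temperature before ADP-Glo detection.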
Abeta yeast res: A-beta toxicity reversal in yeast; 410,000 tested, 0.063% active; Potency, µM (doses to about 46.1 µM), without a hit: at the highest dose growth rescue, actives largely listed as activators; yeast expressing A-beta42, growth rescue, OD600, 48 h; response scale: 0% DMSO, 100% iron-clioquinol control; AID 1347071; note: potency is the fitted concentration of half-maximal effect; nearly all actives have a fitted effect of over 55% in size
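Growth rescue measured by 600 nm absorbance after 48 h yeast culture at 30 C with compound. Values normalized between DMSO and an equimolar ferric chloride plus clioquinol control.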
* marks the source's active call; other numbers are inactive results; u = inconclusive; x = no result given; & = joins results of further samples; [ ] = dose if it differs, or a comment. Unless noted, calls come from the whole dose curve; as a rule, active = well fitted curve in the direction sought with a large enough effect; inconclusive = small, poorly fitted or top-dose-only effect, or another doubt; inactive = no such curve, though single readings can be large; an effect the other way counts as inactive or inconclusive.

Preview, 9 compounds:
SMILES | aSyn yeast inh | EPAC1 antag | FUS suppressor | WRN helicase inh | IL2 activator | EPAC1 agonist | PLK1 PBD block | PI5P4K alpha inh | Abeta yeast res
CSC1=N/C(=C\c2ccc(F)cc2)C(=O)S1 | -15% | 8% | 3% | -11% | -1.2 | -2% | -13% | 1 | -28%
CCN(CCN(C)C)C(=O)c1ccc2c(c1NCCO)C(=O)c1ccccc1C2=O | -4% | -23% | 7% | -33% | -4.8 | -15% | 2% | 12 | -29%
CCNC(=O)C1(C)CCCN(C(=O)c2ccc3c(c2)C(C)(C)CCC3(C)C)C1 (stereo not drawn) | -9% | -20% | 23% | -4% | -0.8 | -11% | -7% | 0 | 13%
Cc1ccc(C)c(OCC(=O)Nc2ccccc2N2CCCC2)c1 | -10% | -12% | 28% | -8% | -3.1 | -7% | -3% | 11 | 15%
Cc1cc(N(C)/N=C/c2ccccc2O)nc(-c2ccccc2O)n1 | -3% | 10% | -12% | 4% | -3.3 | 1% | 0% | 6 | 13%
O=C(O)c1ccc2c(=O)n(-c3ccc(F)cc3)c(=S)[nH]c2c1 | -5% | -9% | 18% | 0% | -1.3 | 1% | -19% | -1 | 1%
COc1ccc(-c2nnc(SCC(=O)Nc3nncs3)o2)cc1 | 2% | 1% | 6% | -7% | -0.4 | 5% | 1% | 4 | 6%
COc1ccc(C2(c3ccc(OC)cc3)NC(=O)N(CC(=O)NCC(C)c3ccccc3)C2=O)cc1 (stereo not drawn) | 1% | -14% | 2% | -12% | 0.9 | 16% | -6% | 6 | 29%
O=C(CCC(=O)OCCCC(F)(F)C(F)(F)F)Nc1ccccc1 | -1% | -14% | 33% | 1% | -0.6 | -10% | -10% | x | 3%

All compounds of this part, from the start:
SMILES | aSyn yeast inh | EPAC1 antag | FUS suppressor | WRN helicase inh | IL2 activator | EPAC1 agonist | PLK1 PBD block | PI5P4K alpha inh | Abeta yeast res
CSC1=N/C(=C\c2ccc(F)cc2)C(=O)S1 | -15% | 8% | 3% | -11% | -1.2 | -2% | -13% | 1 | -28%
CCN(CCN(C)C)C(=O)c1ccc2c(c1NCCO)C(=O)c1ccccc1C2=O | -4% | -23% | 7% | -33% | -4.8 | -15% | 2% | 12 | -29%
CCNC(=O)C1(C)CCCN(C(=O)c2ccc3c(c2)C(C)(C)CCC3(C)C)C1 (stereo not drawn) | -9% | -20% | 23% | -4% | -0.8 | -11% | -7% | 0 | 13%
Cc1ccc(C)c(OCC(=O)Nc2ccccc2N2CCCC2)c1 | -10% | -12% | 28% | -8% | -3.1 | -7% | -3% | 11 | 15%
Cc1cc(N(C)/N=C/c2ccccc2O)nc(-c2ccccc2O)n1 | -3% | 10% | -12% | 4% | -3.3 | 1% | 0% | 6 | 13%
O=C(O)c1ccc2c(=O)n(-c3ccc(F)cc3)c(=S)[nH]c2c1 | -5% | -9% | 18% | 0% | -1.3 | 1% | -19% | -1 | 1%
COc1ccc(-c2nnc(SCC(=O)Nc3nncs3)o2)cc1 | 2% | 1% | 6% | -7% | -0.4 | 5% | 1% | 4 | 6%
COc1ccc(C2(c3ccc(OC)cc3)NC(=O)N(CC(=O)NCC(C)c3ccccc3)C2=O)cc1 (stereo not drawn) | 1% | -14% | 2% | -12% | 0.9 | 16% | -6% | 6 | 29%
O=C(CCC(=O)OCCCC(F)(F)C(F)(F)F)Nc1ccccc1 | -1% | -14% | 33% | 1% | -0.6 | -10% | -10% | x | 3%
CN(C)c1nc(N)nc(/C(C#N)=C/C2CC3C=CC2C3)n1 (stereo not drawn) | 0% | 7% | 22% | -2% | -0.8 | 2% | -3% | 0 | 3%
COCCNC(=O)c1cc2c(c(-c3cccc(C#Cc4ccc(OC)c(OC)c4)c3)n1)[C@@H](CCO)N(S(=O)C(C)(C)C)C2 (stereo partly drawn) | 0% | 9% | 25% | 7% | -0.4 | 4% | -17% | -4 | -16%
Cc1noc(C)c1C(=O)NC(C)C12CC3CC(CC(C3)C1)C2 (stereo not drawn) | -2% | 7% | 6% | -3% | 1.7 | 19% | -9% | 0 | -2%
CCCCNC(=O)CC1N=C2c3ccccc3N=C(SCC(=O)Nc3ccccc3OC)N2C1=O (stereo not drawn) | -7% | 11% | 26% | -17% | -3.4 | 2% | -4% | x | 4%
CCNc1nc(Oc2ccccc2)nc(OC(C)C(=O)OCC)n1 (stereo not drawn) | 10% | -17% | -31% | -28% | -2.6 | 8% | -9% | 0 | -9%[9.22 µM]
COc1ccc(-c2cc(-c3cccs3)c(C#N)c(SCC(=O)NCc3ccccc3OC)n2)cc1 | 6% | 1% | 14% | 2% | -0.2 | 5% | -3% | 0 | 5%
NS(=O)(=O)c1ccc(NC(=S)NCc2ccco2)cc1 | -5% | -11% | 5% | -11% | 0.4 | -2% | 27µM* | -21 | -11%
Cc1ccc(-c2c(C(=O)O)c(C(=O)O)c3n2CSC3)cc1 | 2% | -21% | -7% | -12% | 1.2 | 6% | -18% | -30 | -8%
COc1ccc(C2/C=C\CN(C(=O)OCC3c4ccccc4-c4ccccc43)CC(=O)N2Cc2cccc(F)c2)cc1 (stereo not drawn) | u | -8% | u | -9% | -0.8 | 14% | -13% | 7 | -1%
CC(C)=CCC[C@H](C)C[C@@H]1Cc2[nH]c(=S)[nH]c(=O)c2[C@@H](c2ccc(F)cc2)O1 | -8% | -27% | 24% | -3% | -1.2 | -7% | -3% | -11 | 1%
O=C(Nc1nnc(SCCC2OCCO2)s1)C1CC(=O)N(c2ccccc2)C1 (stereo not drawn) | 3% | 3% | u | -23% | -2.1 | -7% | u | u | 12%
COC(=O)/C(=C\C(=O)c1ccccc1)Nc1ccc(OC)cc1 | 10% | 3% | 6% | -6% | -1.9 | -1% | -3% | 2 | 16%
COc1cc(C2C(C#N)=C(N)N(c3cccnc3)C3=C2C(=O)CC(C)(C)C3)ccc1O (stereo not drawn) | -7% | 9% | -3% | -1%[57.1 µM] | -2.4 | 1% | 1% | x | 26%
N#Cc1cc2c(nc1SCc1ccccc1)CCC2 | -8% | 2% | 6% | -7% | -3.1 | 14% | -15% | x | -2%
O=C(Nc1ccccc1C(F)(F)F)N1CCC(N2CCCCC2)CC1 | 1% | 13% | 5% | 7% | 0.0 | -9% | 1% | 1 | -6%
CCNC(=O)C1(C)CCN(C(=O)c2ccc(OC)cc2)C1 (stereo not drawn) | 0% | -1% | -18% | 2% | -0.3 | 10% | -9% | -2 | -8%
Cc1cc(C)n2nc(NCc3ccccc3)nc2n1 | x | 2% | -7% | -1% | 0.5 | -2% | 2% | -2 | 16%
Cc1cc(C)n2nc(-c3ccc(Br)cc3)cc2n1 | -1% | -9% | -30% | -15% | -0.1 | -6% | -1% | 8 | 0%
O=C(NCCN1CCOCC1)c1c(F)c(F)c(F)c(F)c1F | -1% | -4% | 16% | -12% | -2.6 | -2% | -7% | 2 | 12%
O=C(NCc1ccccn1)Nc1ccccc1Cl | -2% | 14% | 8% | 5% | -1.1 | 2% | -19% | 7 | 2%
NC(=N\N=CCc1ccccc1)/C(N)=N/N=CCc1ccccc1 | -7% | -2% | 21% | 3% | -1.1 | 0% | -10% | 5 | 2%
COc1cc(NC(=O)c2cc(-c3ccc(C)cc3)on2)cc(OC)c1OC | -7% | 12% | -12% | -1% | 2.2 | 6% | -5% | -1 | -2%
CN1CCN(c2ccc(S(=O)(=O)N3CCCCC3)cc2NC(=O)COc2ccc([N+](=O)[O-])cc2)CC1 | -7% | -2% | 13% | -9% | 0.6 | 5% | -2% | -4 | 18%
Cc1ccc(C)c(NC(=O)CSc2nnc([C@@H](N)Cc3ccccc3)o2)c1 | -11% | 20% | 13% | -5% | -0.6 | 7% | -16% | x | -1%
COc1ccc(C(O)P(=O)(OCCC(C)C)c2ccc(N(C)C)cc2)cc1 (stereo not drawn) | -7% | -8% | 35% | -2% | -3.5 | -2% | -5% | 15 | 23%
COc1cc(C(=O)NCC(=O)N/N=C(\C)Cc2ccccc2)cc(OC)c1OC | -5% | u | -6% | -1% | -2.5 | u | -9% | 0 | -3%
COc1ccc(N2CCN(C(=O)Cc3ccc(-n4c(=O)[nH]c5ccccc5c4=O)cc3)CC2)cc1 | 3% | 0% | 14% | -10% | 2.3 | 0% | -3% | -4 | 7%
COc1ccc(-n2c(SCc3ccc([N+](=O)[O-])cc3)nnc2-c2ccccc2)cc1 | u | -11% | 7% | -29%[57.1 µM] | -1.3 | 6% | -5% | 2 | 12%
CC1=CC2=NC(=O)/C(=C\c3cc(C)n(-c4ccccc4F)c3C)C(=N)N2O1 | 2% | -20% | -1% | 2% | 1.7 | 7% | -6% | -11 | -15%
Cc1ccc2c(c1)N(S(=O)(=O)c1ccc3c(c1)NC(=O)CC(=O)N3)CCO2 | 9% | -14% | -9%&6% | 6% | 1.1 | -2% | -11% | 0 | -7%&-11%
